# PG9 binder – binders of HIV-1 gp120 antibody PG9, primary screen, biochemical, TR-FRET | actives 0.43% (n = 360,000) | TR-FRET gp120-PG9 antibody binding | inhibition, % at 6.7 µM | HIV-1 gp120 / PG9 antibody interaction; in the data active means inhibition above about 8.5%
# PLC-beta3 inh – human PLC-beta3 inhibitors, primary screen, biochemical, fluorescence; actives 0.18% (n = 370,000); AID 720704, 2013; Purified PLC-beta3, fluorogenic substrate; inhibition, % at 12.2 µM; 1-phosphatidylinositol 4,5-bisphosphate phosphodiesterase beta-3 (Homo sapiens), Q01970; in the data active means inhibition above about 11%;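 further: 0% = median of compound wells on plate and 100% = full blocker control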
# HGIII-sPLA2 inh – human group III sPLA2 inhibitors, primary screen, biochemical, QFRET, BODIPY PC-A2 liposome substrate. Group 3 secretory phospholipase A2 (Homo sapiens), Q9NZ20. QFRET BODIPY PC-A2 liposome hydrolysis, fluorescence. inhibition, % at 12.2 µM. actives 0.56% (n = 370,000);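 active means inhibition above mean plus 3 SD of compounds lying within the high and low control bounds, cut at about 19% in these data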;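 further: 0% = median of test compound wells and 100% = no enzyme DMSO wells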
# Target sequence (Q9NZ20 whole entry, looked up): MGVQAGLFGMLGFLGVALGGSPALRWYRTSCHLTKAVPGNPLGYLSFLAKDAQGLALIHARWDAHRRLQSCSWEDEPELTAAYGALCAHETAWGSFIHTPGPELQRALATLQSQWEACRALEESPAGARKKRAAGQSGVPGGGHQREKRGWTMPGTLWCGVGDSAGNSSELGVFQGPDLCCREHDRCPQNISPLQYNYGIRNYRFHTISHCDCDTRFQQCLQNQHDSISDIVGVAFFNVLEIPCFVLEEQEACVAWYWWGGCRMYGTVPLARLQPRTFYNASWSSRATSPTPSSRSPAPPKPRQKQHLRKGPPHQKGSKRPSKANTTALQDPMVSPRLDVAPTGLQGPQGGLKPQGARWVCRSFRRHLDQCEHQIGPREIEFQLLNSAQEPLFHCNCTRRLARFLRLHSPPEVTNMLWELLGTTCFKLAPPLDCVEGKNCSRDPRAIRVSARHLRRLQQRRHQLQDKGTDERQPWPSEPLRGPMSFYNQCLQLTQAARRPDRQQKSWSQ
# ssDAF12 agonist – S. stercoralis DAF-12 nuclear receptor activators, primary screen, cell-based, luminescence, HEK293, GRIP1 co-expression, lit1-tk-luc; AID 652126, 2013; HEK293 ssDAF-12/GRIP1 lit1-tk-luc reporter; % of 3 µM dafachronic acid response; activation, % at 6.8 µM; actives 1% (n = 370,000);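 active means activation above the mean over all tested compounds plus 3 SD, cut at about 0.9% in these data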;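 further: 0% = DMSO-only wells and 100% = 3 µM delta7-dafachronic acid wells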
# DAX1 inh-1 – DAX1 (NR0B1) inhibitors, primary screen, cell-based, HEK293, Gal4-DAX1, luciferase luminescence; HEK293 Gal4-DAX1 luciferase reporter; inhibition, % at 6.75 µM; actives 0.99% (n = 340,000); AID 504766, 2011;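 active means inhibition above the mean over all tested compounds plus 3 SD, cut at about 4.2% in these data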;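 further: 0% = DAX1-transfected cells with DMSO and 100% = empty-vector control cells with DMSO; inhibition shows as a rise in luminescence from relieved DAX1 repression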
# DAX1 inh-2 – DAX1 (NR0B1) inhibitors on StAR promoter, primary screen, cell-based, luminescence, SF-1 (NR5A1), full-length DAX-1; HEK293T StAR-luciferase reporter, SF-1/DAX-1 repression relief; inhibition, % at 6.8 µM; actives 1.1% (n = 370,000); AID 652010, 2013;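 active means inhibition above the mean over all tested compounds plus 3 SD, cut at about 3.6% in these data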;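 further: 0% = DAX-1 cells with DMSO and 100% = cells lacking DAX-1 with DMSO; higher inhibition means more luminescence from relief of DAX-1 repression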
# hcDAF-12 act – H. contortus DAF-12 nuclear receptor activators, primary screen, cell-based, luminescence, HEK293, lit1-tk-luc reporter | activation, % at 6.8 µM | HEK293 hcDAF-12 lit1-tk-luc reporter; 0% DMSO, 100% Δ7-dafachronic acid | actives 1.4% (n = 370,000) | AID 652067, 2013;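 active means activation above the mean of all tested compounds plus 3 SD, cut at about 5.5% in these data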;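 further: 100% = response to 3 µM Δ7-dafachronic acid high control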
# Rev-erbA mod – modulators of Rev-erb alpha DNA binding, primary screen, biochemical, FITC-DNA, fluorescence polarization, uHTS | Rev-erbα–FITC-DNA binding, 90 min | activity, % at 10 µM | actives 0.79% (n = 370,000) | AID 1259318, 2017;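 active means activity above about 14%, limit read from the data; passing the limit was not always enough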;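 further: 0% = DMSO wells with 35 nM protein and 100% = DMSO wells with 750 nM protein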
# Target sequence (P20393 whole entry, looked up): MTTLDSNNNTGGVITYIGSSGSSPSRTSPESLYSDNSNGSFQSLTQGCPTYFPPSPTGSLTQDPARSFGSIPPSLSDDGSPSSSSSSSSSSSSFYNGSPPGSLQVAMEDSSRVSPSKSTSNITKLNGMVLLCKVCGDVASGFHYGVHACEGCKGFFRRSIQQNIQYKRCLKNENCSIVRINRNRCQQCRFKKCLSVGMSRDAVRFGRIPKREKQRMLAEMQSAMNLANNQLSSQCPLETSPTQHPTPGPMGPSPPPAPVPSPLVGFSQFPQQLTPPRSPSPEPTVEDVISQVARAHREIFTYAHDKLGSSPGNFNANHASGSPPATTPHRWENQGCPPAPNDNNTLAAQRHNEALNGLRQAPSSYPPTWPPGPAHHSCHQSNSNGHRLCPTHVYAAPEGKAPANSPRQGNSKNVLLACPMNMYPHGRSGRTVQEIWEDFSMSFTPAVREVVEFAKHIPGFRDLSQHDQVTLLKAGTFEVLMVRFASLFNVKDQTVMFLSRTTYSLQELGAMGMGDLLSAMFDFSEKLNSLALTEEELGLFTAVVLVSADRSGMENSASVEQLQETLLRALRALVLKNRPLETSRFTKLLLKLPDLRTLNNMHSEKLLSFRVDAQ
# SMARCA2 act – SMARCA2 (BRM) function activators, primary screen, cell-based, luminescence, high throughput; MG213 cells, MMTV-luciferase reporter, dexamethasone, overnight; activation, % at 9.1 µM; actives 1% (n = 370,000); AID 652017, 2013; in the data active means activation above about 7.8%;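 further: 0% = vehicle wells and 100% = reference activator wells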
# GAA850 FXN act – FXN promoter activators, primary screen, cell-based, luciferase luminescence, HEK293 lucGAA850; HEK293 lucGAA850 FXN promoter luciferase reporter, 24 h; percent of 10 µM SAHA response; activation, % at 6 µM; actives 0.56% (n = 360,000);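 active means activation above the average of all compounds screened plus 3 SD, cutoff fixed separately per campaign, cut at about 7.5% in these data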;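 further: 0% = DMSO wells and 100% = 10 µM SAHA wells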
# hgDAF-12 ag – H. glycines DAF-12 receptor agonists, primary screen, cell-based, luminescence, HEK293, GAL4 fusion, UAS-luciferase | AID 687014, 2013 | activation, % at 6.8 µM | HEK293 GAL4-hgDAF12 UAS-luciferase reporter, agonist luminescence; normalized to butyrate control | actives 1.8% (n = 370,000);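 active means activation above a cutoff set at the mean of all screened compounds plus 3 SD, cut at about 10% in these data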;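 further: 0% = DMSO wells and 100% = sodium butyrate wells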
# Active calls of the source: *; i = inactive; . = no result given.
SMILES,PG9 binder,PLC-beta3 inh,HGIII-sPLA2 inh,ssDAF12 agonist,DAX1 inh-1,DAX1 inh-2,hcDAF-12 act,Rev-erbA mod,SMARCA2 act,GAA850 FXN act,hgDAF-12 ag
COCCn1c(SCC(=O)NC(=O)NC(C)C)nc2ccccc21,-1.1,0,4,-1.1,-0.9,-0.6,-1.3,-7,1,-0.8,1.1
CCCCc1cc(=O)oc2c(CN(CC)CC)c(O)c(Cl)cc12,2.5,i,-1,-1.5,0.6,0.5,-1.8,-3,2,0.6,-0.1
CN(CCO)C(=O)c1cccc2c1-c1ccccc1C2=O,-0.2,-1,1,-1.4,0.6,0.1,-2.5,5,-1,2.6,-1.2
Cc1cc(-c2csc(NC(=O)c3ccc(C#N)cc3)n2)c(C)n1Cc1ccccc1,-1.9,-3,0,-1.2,0.2,0.4,-1.1,-7,-3,1.0,0.6
Cn1nc(C#N)c(=O)[nH]c1=O,0.8,-7,11,-1.2,0.2,1.3,-0.3,-5,-2,0.5,-4.0
CCCCn1nnnc1-c1nc2ccccc2[nH]c1=O,2.1,-268,2,-0.9,.,0.7,0.2,-2,1,.,0.8
Nc1ccc2ncccc2c1N,-3.0,-42,5,-1.8,-1.4,-0.7,-1.1,-34,-1,0.9,0.1
CC(C)CCCNc1nc(N2CCOCC2)nc(N2CCOCC2)n1,-0.5,0,-3,-0.5,-1.4,-0.3,0.8,-1,2,2.8,0.7
Cc1nc(CCNC(=O)Cc2ccc(Cl)cc2)cs1,-1.4,2,2,-0.6,-1.0,0.2,-0.2,8,-1,1.3,0.9
Cc1nc2ccccc2c(=O)n1C1CCCCCC1,0.4,-2,5,-1.4,-0.4,-0.2,-0.8,5,0,2.1,-1.2
CN1C(=O)C2(C(C#N)=C(N)N(c3cc(Cl)cc(Cl)c3)C3=C2C(=O)CCC3)c2ccccc21 (centres undefined),-1.4,-2,-1,-1.3,-1.7,-0.9,-2.4,-1,-2,-9.5,-0.2
CC(C)Oc1ccc(C(CC(=O)O)Cc2ccccc2)cc1 (centres undefined),-1.6,-6,0,-0.6,0.5,-0.7,-1.7,-1,-1,-1.7,-0.4
O=C(CSc1nc2ccccc2[nH]1)c1ccc(Cl)s1,-0.3,-4,-19,-1.2,-0.4,-0.2,0.0,0,3,3.4,4.1
NS(=O)(=O)OCCCc1ccc(C(F)(F)F)cc1,-1.3,3,1,-1.1,3.8,0.3,0.1,-9,-1,0.5,0.8
CC(C)(C)c1ccc(S(=O)(=O)NCCOCC(F)(F)C(F)F)cc1,-0.9,2,-19,-2.0,-1.3,-0.6,-2.8,0,-2,1.4,-2.2
O=c1c(-c2ccccc2)nnc2sc(COc3ccc(Br)cc3)nn12,1.5,-4,-1,-1.2,0.5,-0.2,-0.7,15,0,0.3,2.1
O=C(Nc1ccc(Cl)cc1)c1csc(COCCO)n1,-2.1,4,2,-1.0,.,0.5,0.2,-6,5,3.1,6.3
Cc1cccc(S(=O)(=O)NC(=O)C2(C)CCN2C(=O)Cc2cccs2)c1 (centres undefined),2.0,0,14,-1.4,.,-0.6,-4.1,-4,-7,1.7,-2.0
O=C(/C=C/c1ccc(-c2ccccc2)o1)c1ccccc1,-1.6,-10,-5,-1.3,0.0,-0.5,1.4,-1,12*,4.2,4.7
CNc1nc2c(c(=O)n(C)c(=O)n2C)n1CCCc1ccccc1,0.6,-6,5,-2.1,-2.5,-0.9,-4.0,-4,-4,-0.8,-5.1

# Of the compounds above, two contain fluorine.
SMILES,PG9 binder,PLC-beta3 inh,HGIII-sPLA2 inh,ssDAF12 agonist,DAX1 inh-1,DAX1 inh-2,hcDAF-12 act,Rev-erbA mod,SMARCA2 act,GAA850 FXN act,hgDAF-12 ag
NS(=O)(=O)OCCCc1ccc(C(F)(F)F)cc1,-1.3,3,1,-1.1,3.8,0.3,0.1,-9,-1,0.5,0.8
CC(C)(C)c1ccc(S(=O)(=O)NCCOCC(F)(F)C(F)F)cc1,-0.9,2,-19,-2.0,-1.3,-0.6,-2.8,0,-2,1.4,-2.2

# The results go on:
SMILES,PG9 binder,PLC-beta3 inh,HGIII-sPLA2 inh,ssDAF12 agonist,DAX1 inh-1,DAX1 inh-2,hcDAF-12 act,Rev-erbA mod,SMARCA2 act,GAA850 FXN act,hgDAF-12 ag
CN1CCC(N(C)CC(=O)Nc2cccc(Oc3ccccc3)c2)CC1,-1.5,0,-3,-1.6,0.1,0.1,0.3,0,3,-0.8,-1.4
Cc1cc(-c2cc(NC(=O)Cc3c[nH]c4ccccc34)ccc2Nc2cccnc2)ccc1F,-0.5,-1,-18,-0.3,.,-1.1,1.3,1,-2,.,-5.3
O=C(CSc1nnc(Nc2ccccc2)s1)NCc1ccco1,-0.3,3,0,-1.3,2.1,-1.2,-0.5,-2,-2,2.5,-2.4
CN(C)C(CNc1ncnc2sc3c(c12)CCCCC3)c1ccco1 (centres undefined),0.4,-13,-7,-2.3,1.6,-0.8,-2.1,-8,-2,1.8,2.7
COC(=O)[C@]12CCCCC=C1N(CCC1=CCCCC1)C(=O)[C@H](CC(=O)N1CCN(C(=O)C3CC3)CC1)C2,-1.1,4,-4,-1.8,.,-1.5,-2.5,-4,-1,.,2.5
CCN(CC(=O)Nc1ccccc1OC)C(=O)CSCc1ccc(C)cc1,-2.3,-4,-5,-0.9,-0.9,-1.3,-0.6,2,0,1.8,-1.8
CCC(COC)NC(=O)CCc1nnc(Cc2cccc(C(F)(F)F)c2)o1 (centres undefined),0.1,-5,5,-0.2,2.2,0.9,0.2,-3,2,2.1,4.4
C=CCOC(=O)C1=C[C@H](C(C)(C)C)[C@@H](CCCO)[C@H](OCC)O1,0.4,2,-2,-1.3,0.6,-0.7,-0.4,-4,0,-1.1,0.0
COc1ccccc1NS(=O)(=O)c1cccc(C(=O)NCC(c2cccs2)N2CCOCC2)c1 (centres undefined),-1.3,-1,-3,-0.8,0.6,-0.6,0.2,0,2,0.1,1.9
CC(=O)c1ccc(N2CCN(CC(=O)Nc3ccc4c(c3)OCCO4)CC2)cc1,-0.2,-14,4,-0.8,0.3,-2.5,-1.6,3,-1,-0.4,-1.8
O=C(NNC(=S)NC1CCCCC1)c1ccccc1O,-0.7,-19,44*,-1.5,-0.2,-0.4,0.1,-2,-3,0.9,1.7
N#CC1=C(N)Nc2nc3ccccc3n2C1c1ccc(Cl)cc1 (centres undefined),-0.3,-29,-2,-1.6,-0.8,-0.4,-4.1,0,-1,2.9,-0.9
COC(=O)C1Cc2c([nH]c3ccccc23)C(C(C)C)N1 (centres undefined),-1.0,-89,-2,-0.9,-0.3,-0.2,0.2,-2,0,2.0,0.9
Cc1ccc(C)c(OCCC(=O)N(C)CC(=O)Nc2c(C)cccc2C)c1,-0.4,-2,0,-1.7,0.5,0.7,0.1,0,-1,1.4,0.2
Cc1cc(C(=O)N(C)CC(=O)Nc2ccccc2C(F)(F)F)c(C)o1,-0.4,4,-6,-1.6,-1.0,0.2,-0.6,-3,-3,-1.4,0.6
Cc1ccc(-n2nc3c(=O)n(CCCC(=O)NCc4cccc(F)c4)nc(C)c3c2C)cc1,0.2,-8,-5,-1.2,-0.4,-0.1,-3.6,-1,0,0.0,-1.5
CN(CCc1ccccc1)C(=O)c1cccc(NC(=O)Cc2cccc(NC(=O)C3CCN(C(=O)C4CC4)CC3)c2)c1,-0.8,0,-8,-1.1,-0.2,0.8,-1.6,3,-4,1.0,1.1
CCN1C(=O)[C@@H]2[C@@H](c3ccc(-c4ccc(C(C)=O)cc4)c(OC)c3)N3CCCC[C@@]3(C(=O)OC)[C@@H]2C1=O,-2.0,-7,-5,-1.5,3.2,0.2,-1.5,7,3,0.1,-1.6
CN(C)CCNC(=S)Nc1cccc(Cl)c1,-0.4,1,0,-1.1,0.9,-0.2,-0.2,0,4,0.1,-0.2
CN(CCO)c1nc2c(c(=O)n(Cc3ccc(Cl)cc3)c(=O)n2C)n1C,-1.6,-1,4,-0.8,0.4,-0.4,-2.2,-8,1,1.1,-1.1
COc1ccc(-c2cc(NC=O)c3ncc(-c4ccccc4)n3c2)cc1OC,0.9,-55,-9,-2.0,.,-1.0,-2.3,-1,2,3.9,-0.9
Cc1ccc(-c2c[n+]3c(n2-c2ccccc2)CCC3)cc1,-1.3,-2,18,-2.0,-6.2,-1.6,-2.5,-4,-11,-0.6,-7.3
Cc1nc2ccc(NC(=O)c3ccc(F)cc3Cl)cc2c(=O)[nH]1,.,-14,6,-1.2,.,-1.3,-3.0,-1,-3,.,-0.4
COc1cc(CC(=O)N/N=C/c2ccc([N+](=O)[O-])cc2)c([N+](=O)[O-])cc1OC,-3.0,0,1,-0.6,-1.4,-0.3,-0.3,-7,-4,2.5,-2.0
CC1CCc2nc3sc4c(c3c(N)c2C1)CCCC4 (centres undefined),0.1,-18,20*,-0.3,-0.7,2.6,-1.2,4,5,5.0,14*
CCn1cc(C(=O)N2CCN(c3ccccn3)CC2)c(=O)c2cc(S(=O)(=O)N3CCC(C)CC3)ccc21,-1.9,2,-2,-0.4,1.1,-0.5,-2.0,-10,3,-0.6,0.8
COc1cccc(CCc2nc3ccccc3c(=O)n2N)c1,-1.1,-9,-3,-0.9,2.4,1.1,0.8,0,2,3.7,4.3
COc1cccc(NC(=O)CN(C)C(=O)c2ccccc2-c2nc3ccccc3s2)c1,-1.1,-2,-7,-1.5,-0.1,-2.0,-1.6,-2,0,-0.2,-0.6
COc1ccc(N2CCN(C(=O)CC34CC5CC(CC(C5)C3)C4)CC2)c([N+](=O)[O-])c1,1.6,4,7,-1.7,-0.2,-0.8,-3.6,1,-1,-2.0,-2.7
Cc1cc(C(=O)COc2ncnc3sccc23)c(C)n1C,1.5,2,9,-0.1,1.2,1.5,1.1,-1,-1,7.2,4.2
O=C(c1cc2cc(Cl)ccc2[nH]1)N1CCc2ccccc2C1,1.4,-9,3,-0.9,0.5,1.4,1.6,60*,0,2.4,-1.6
CC(=O)Nc1ccnc(-c2cccnc2)n1,-0.3,2,1,-1.1,0.7,0.1,-0.3,1,-3,-0.8,2.8
CCC1(C)CC2(CCCN(CCC(=O)c3ccccc3)C2)CCO1 (centres undefined),-1.6,1,3,-1.3,0.4,-0.1,3.1,-1,-3,0.6,-0.3
CCOc1ncccc1C(=O)Nc1cc(S(=O)(=O)N2CCOCC2)ccc1N1CCCC1,-0.2,-4,-3,-0.8,0.8,1.0,-1.3,0,5,-1.5,-1.2
CC[n+]1c(/C=C/c2cc([N+](=O)[O-])ccc2O)ccc2ccccc21,-2.7,-27,1,-1.5,-0.1,0.8,-1.7,5,0,3.7,0.2

# Assay outcomes: PubChem BioAssay, several laboratories

# Compounds were not picked by outcome. About 7% of those tested had a hit in this group.
